# Pf growth 96h: Primary qHTS for delayed death inhibitors of the malarial parasite plastid, 96 hour incubation; P. falciparum luciferase reporter growth, 96 h; 320,000 compounds, 6.9% hits; Potency, µM (doses to about 28.7 µM), inactives show at the highest dose activity change, negative = inhibition, hits mostly inhibitors; also: potency is read from the fitted curve at half-maximal effect; % is scaled to controls: 0 for no effect and ±100 for the full control effect
#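 Cell-based qHTS: luciferase-tagged P. falciparum in erythrocytes (2% hematocrit, 0.05% parasitemia final) incubated with compounds for 96 hours, 37 C, 5% CO2; luciferase detection reagent then added and luminescence measured.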
# Shiga toxin inh: A qHTS for Small Molecule Inhibitors of Shiga Toxin. inhibition, % at 38.7 µM. 290,000 compounds, 9.2% hits. AID 2315, 2010. Vero cells, Shiga toxin protein synthesis inhibition reporter; in the data active = inhibition mostly above about 28%, no sharp cut-off; inactive = mostly below about 43%; also: 0% is about no effect
# Cycloheximide cs: Cycloheximide Counterscreen for Small Molecule Inhibitors of Shiga Toxin. cell reporter, cycloheximide protein synthesis inhibition counterscreen. max response, %. 300,000 compounds, 12% hits. AID 2314, 2010; in the data active = max response mostly above about 13%, no sharp cut-off; inactive = mostly below about 14%; also: read at 38.3 µM for the half of the compounds with a filed dose; 0% is about no effect
# TbPYK inhibitor: qHTS of Trypanosoma Brucei Inhibitors; pyruvate kinase (Trypanosoma brucei), Q57TT1; TbPYK enzyme, Kinase-Glo Plus ATP luminescence, 45 min; 410,000 compounds, 0.12% hits; Potency, µM (highest dose often 76.8 µM), inactives show top-dose activity, negative = inhibition, actives largely listed as inhibitors; AID 624173, 2012; also: potency is read from the fitted curve at half-maximal effect; % is scaled to controls: 0 for no effect and ±100 for the full control effect; nearly all actives have a fitted effect of over 50% in size
#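 Readout: single end-point luminescence (Kinase-Glo Plus, 10 min). Reaction conditions were TbPYK/substrate plus 130 uM ADP, 45 min at RT, pH 7.2 TEA buffer. No-enzyme wells served as controls, and data were normalized before concentration-response fitting.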
# AmpC no deterg: qHTS Inhibitors of AmpC Beta-Lactamase (assay without detergent); P00811; AmpC nitrocefin hydrolysis, absorbance 480 nm, 0.0001% Triton; Potency, µM (doses to about 57.1 µM), inactives show top-dose activity change, negative = inhibition, hits mostly inhibitors; 330,000 compounds, 0.52% hits;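 also: potency is read from the fitted curve at half-maximal effect; plate controls were no compound for no effect and no enzyme for full effect; nearly all actives have a fitted effect of over 20% in size; some results filed as inactive show a strong effect at the top dose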
# Target sequence (P00811 whole entry, looked up): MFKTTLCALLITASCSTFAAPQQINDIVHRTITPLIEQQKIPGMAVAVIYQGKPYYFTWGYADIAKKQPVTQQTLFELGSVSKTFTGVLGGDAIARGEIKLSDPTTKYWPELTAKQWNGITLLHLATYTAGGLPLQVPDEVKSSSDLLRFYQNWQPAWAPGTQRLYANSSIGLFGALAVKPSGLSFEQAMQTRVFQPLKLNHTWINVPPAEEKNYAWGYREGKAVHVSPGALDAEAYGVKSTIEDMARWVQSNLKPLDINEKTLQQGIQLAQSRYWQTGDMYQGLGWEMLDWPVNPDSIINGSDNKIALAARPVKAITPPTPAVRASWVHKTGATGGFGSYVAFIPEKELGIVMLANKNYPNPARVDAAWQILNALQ
#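 AmpC (5.3 nM in the dispensed reagent) in 20 mM phosphate pH 7.0 with 0.01% (detergent screen) or 0.0001% Triton X-100 was preincubated with compounds for 15 min at room temperature. Nitrocefin was then added from an 800 uM solution, and hydrolysis was followed at 480 nm.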
# Pf growth 48h: Primary qHTS for delayed death inhibitors of the malarial parasite plastid, 48 hour incubation; P. falciparum luciferase growth in erythrocytes, 48 h; 310,000 compounds, 5.9% hits; Potency, µM (highest dose often 28.7 µM), for the others: at the top dose activity change, negative = inhibition, hits mostly inhibitors; also: potency is read from the fitted curve at half-maximal effect; % is scaled to controls: 0 for no effect and ±100 for the full control effect
#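 Luciferase-expressing parasites in RBCs, 2% Hct / 0.1% parasitemia final; RPMI 1640 + 0.5% Albumax; 37 C, 5% CO2, one generation; luminescence read-out, lower signal = inhibition.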
# LmPK inhibitor: qHTS Assay for Inhibitors of Leishmania Mexicana Pyruvate Kinase (LmPK). 290,000 compounds, 0.37% hits. Potency, µM (series often up to 57.5 µM), without a hit: at the highest dose activity change, negative = inhibition, actives largely listed as inhibitors. Q27686. purified LmPK, Kinase-Glo ATP luminescence, 1 h; also: potency is read from the fitted curve at half-maximal effect; % is scaled to controls: 0 for no effect and ±100 for the full control effect
# Target sequence (Q27686 whole entry, looked up): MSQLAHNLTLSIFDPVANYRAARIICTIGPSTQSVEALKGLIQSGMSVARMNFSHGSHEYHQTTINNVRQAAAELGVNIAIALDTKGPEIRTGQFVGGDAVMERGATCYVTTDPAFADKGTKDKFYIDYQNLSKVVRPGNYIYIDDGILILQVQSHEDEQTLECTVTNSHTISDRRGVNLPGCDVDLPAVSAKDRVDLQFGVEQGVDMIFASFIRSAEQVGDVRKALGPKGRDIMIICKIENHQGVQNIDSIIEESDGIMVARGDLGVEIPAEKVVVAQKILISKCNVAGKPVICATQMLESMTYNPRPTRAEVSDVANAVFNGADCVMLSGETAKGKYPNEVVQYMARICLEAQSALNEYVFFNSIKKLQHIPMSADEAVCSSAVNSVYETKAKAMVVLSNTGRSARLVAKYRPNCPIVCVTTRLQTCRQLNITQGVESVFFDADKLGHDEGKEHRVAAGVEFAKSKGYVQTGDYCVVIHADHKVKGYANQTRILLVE
#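 In 50 mM imidazole pH 7.2 with 7 mM MgCl2, LmPK (0.1 nM) turned over PEP (0.5 mM) and ADP (0.1 mM) for 1 h at room temperature. Luciferase read-out of ATP.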
# * = called active by the depositor; ? = inconclusive; / = no result given; & = joins results of further samples; [ ] = another dose, or the depositor's remark. Unless noted, calls follow the shape of the dose curve; as a rule, active = well fitted curve in the direction sought with a large enough effect; inconclusive = small, poorly fitted or top-dose-only effect, or another doubt; inactive = no such curve, though single readings can be large; an effect the other way counts as inactive or inconclusive.
SMILES,Pf growth 96h,Shiga toxin inh,Cycloheximide cs,TbPYK inhibitor,AmpC no deterg,Pf growth 48h,LmPK inhibitor
COc1ccc(OC)c(S(=O)(=O)N2Cc3ccccc3CC2C(=O)Nc2nccs2)c1 (stereo not given),18%,107*,64*,3%,-18%,103%[activator],2%
Cc1nnc(SCC(=O)NC2CCCCCC2)n1C,11%,5,-1,-7%,1%,4%,-2%
CCOC(=O)C1(CCOc2ccccc2)CCN(Cc2ccccc2OC)CC1,?,-11,-2,3%,40%,-18%,0%
Cc1occc1-c1nnc(SCC(=O)NC(C)(C)C)n1CC(C)C,0%,-6,-5,-5%,-2%,-5%,3%
Cc1ccc2oc(C(Cl)(Cl)Cl)cc(=O)c2c1,1.9µM*,-15,-3,-4%,-19%,3.3µM*,-2%
CCOc1ccc2[nH]cc(S(=O)(=O)c3ccc(C)cc3)c(=O)c2c1,-8%,-8,9,2%,-16%,?,1%
Cc1cc[n+](-c2[nH]c(=O)sc2/C=N/NC(=O)c2ccccc2[O-])cc1C,-5%,15,1,-15%,-5%,2%,2%
COc1cccc(C(C#N)N2CCOCC2)c1 (stereo not given),96%,1,-2,4%,4%,/,1%
O=C(COC(=O)CCNS(=O)(=O)c1ccc(Cl)cc1)NCc1ccco1,2.1µM*,-6,-2,-2%,-11%,12%,-4%
COc1ccc(Nc2nc(N)nc(CCl)n2)cc1,-87%,78*,67*,0%,-23%,-31%,-14%
Cc1nc(NC(=O)CSc2nnc(-c3ccccc3)c(-c3ccccc3)n2)c(Cl)cc1Cl,?,-11,-2,-13%,-17%,9%,0%
O=C1CCCN2N=C(SCC(=O)Nc3ccc(Cl)cc3)SC2=N1,10µM*,11,-3,-2%,-9%,-13%,-1%
Cc1ccc(S(=O)(=O)NNC(=O)C(=O)NNS(=O)(=O)c2ccc(C)cc2)cc1,22%,16,-1,-1%,-25%,16%,15%
CC1Cc2cc(S(=O)(=O)N3CCC(C(=O)Nc4ccccn4)CC3)ccc2N1C(=O)C1CCC1 (stereo not given),?,-8,-4,-4%,38%,?,-3%
CCN1CCCC1CNC(=O)CCc1nc(-c2ccc(C)cc2)no1 (stereo not given),-7%,16,1,-1%,16%,?,1%
O=C(Nc1cccc(O)c1)c1cccc(NC(=O)c2cccs2)c1,34%[activator],57,15,0%,-30%,?,3%
COC(=O)C(C)Oc1ccc2c(-c3cccc([N+](=O)[O-])c3)cc(=O)oc2c1 (stereo not given),0%,-16,8,1%,-15%,0%,-2%
COc1ccc(CN(CC(=O)NC(C)C)C(=O)CCC(=O)Nc2nccs2)cc1,14%,-4,-2,-5%,-1%,?,-2%
Cc1ccc(S(=O)(=O)NCc2ccc(C(=O)N3CCCC3)cc2)cc1,?,-3,-1,-12%,-7%,3%,8%
COC(=O)N/N=C\c1cccc(OC(=O)c2cccs2)c1,7%,19,10,0%,-23%,24%,-6%
Cc1ccc(C)c(C(=O)C(C)Sc2nc3nn(-c4ccccc4)c(=O)c-3c3n2CCCCC3)c1 (stereo not given),9.3µM*,-2,-2,-17%,-9%,?,3%
O=C1CCC(=O)N1CC(O)COc1ccccc1 (stereo not given),-12%,3,-3,-3%,-10%,9%,-2%
Cn1cccc1C(=O)/C(C#N)=C/c1ccc(F)cc1,1%,33,19*,3%,-18%,/,-5%
COc1ccc(NC(=O)CSc2nc(O)cc(=O)n2-c2ccccc2OC)cc1,?,-3,-2,1%,-16%,?,8%
CC(C)NCC(O)c1ccc(NS(C)(=O)=O)cc1 (stereo not given),?,-5&-1,-2&-3,2%&0%&5%,-3%,7%&-18%,1%
O=C(COc1ccc2ccccc2c1)Nc1ccncc1,?,27*,27*,4%,0%,1%,5%
COc1ccc(Cl)cc1NC(=O)COC(=O)CCCN1C(=O)c2ccccc2C1=O,71%[activator],14,-1,-9%,0%,19%,-2%
O=C(NNC(=O)c1cccs1)c1ccco1,?,20,6,0%,-19%,8%,-12%
COc1ccc(NC(=O)C2CCC(CNc3c(N4CCCCC4)c(=O)c3=O)CC2)cc1OC (stereo not given),?,9,3,1%&-4%,10%,/,9%
c1ccc(CN2CCN(c3ncccn3)CC2)nc1,15%,25,-3,/,-5%,/,-1%
CC(=O)Nc1nc(C)c(CCC2OCCO2)c(=O)[nH]1,17%,-5,-4,-2%,-11%,19%,-6%
COc1ccc2c(C(=O)CN3CCN(CCO)CC3)c[nH]c2c1,?,-6,-2,-5%,-14%,-1%,-8%
Cc1ccc(-c2nn3c(C)nnc3c3ccccc23)cc1S(=O)(=O)NC(C)(C)CO,?,-16,-2,7%&-6%,4%,?,0%
Cc1cc(=O)oc2cc(OC(C)C)ccc12,90%[activator],3,-1,0%,-14%,/,-5%
CCOC(=O)N1CCC(NC(=O)C2CCCN(Cc3nc(-c4cccc(C)c4)oc3C)C2)CC1 (stereo not given),-2%,-10,-5,-8%,162%[activator],-17%,-7%
Cc1ccc(OCCCn2c(=O)sc3ccccc32)cc1,1%,19,24*,4%,-30%,?,1%
CCCCNC(=O)OC(C)CNC(=O)OC (stereo not given),94%[activator],-3,-6,-4%,-10%,/,0%
CCCCN(C(=O)c1cc(S(=O)(=O)N2CCCCCC2)ccc1OC)c1c(N)n(CCC)c(=O)[nH]c1=O,-7%,/,/,-1%,-1%,?,/
O=C(CN1c2ccccc2Sc2ccccc21)NNC(=S)Nc1ccc(Cl)cc1,-16%,-6,-2,0%,-48%,4%,6%
CC(NC(=O)c1cc(S(=O)(=O)N2CCOCC2)ccc1F)c1ccc(-n2ccnc2)cc1 (stereo not given),9.3µM*,/,/,1%,31%,-22%,/

# Quoted at random: two records from the list.
SMILES,Pf growth 96h,Shiga toxin inh,Cycloheximide cs,TbPYK inhibitor,AmpC no deterg,Pf growth 48h,LmPK inhibitor
CCCCN(C(=O)c1cc(S(=O)(=O)N2CCCCCC2)ccc1OC)c1c(N)n(CCC)c(=O)[nH]c1=O,-7%,/,/,-1%,-1%,?,/
c1ccc(CN2CCN(c3ncccn3)CC2)nc1,15%,25,-3,/,-5%,/,-1%

# Going on with the list:
SMILES,Pf growth 96h,Shiga toxin inh,Cycloheximide cs,TbPYK inhibitor,AmpC no deterg,Pf growth 48h,LmPK inhibitor
Cc1cccc(C(=O)N2CCN(c3ccc(N4CCOCC4)nn3)CC2)c1,-25%,12,-1,-3%,1%,-18%,6%
COc1ccc(C(CNC(=O)CNC(=O)c2ccccc2Cl)N2CCCC2)cc1 (stereo not given),?,/,/,1%,-26%,?,/
CN(C)CCCNC(=O)/C=C/c1ccc2c(c1)OCO2,38%[activator],23,-2,11%,-13%,11%,-4%
Cn1c(=O)c2c(nc(N3CCN(C(=O)c4ccco4)CC3)n2CCSc2ncccn2)n(C)c1=O,?,-6,10,-1%,-7%,-14%,-5%
CCNC(=S)N(CCc1c(C)[nH]c2ccc(Cl)cc12)Cc1cccnc1,?,-2,-3,-8%,103%[activator],12µM*,11%
CSc1n[nH]c(-c2sccc2OCc2ccc(C)cc2)n1,4.1µM*,-2,-1,3%,-31%,?,5%
O=C(COC(=O)C1CCN(c2ccc(C(F)(F)F)cn2)CC1)Nc1ccc(Cl)cc1,35%[activator],/,/,1%,-25%,4%,/
Cn1c(=O)n(CC(N)=O)c(=O)c2c1nc1n2CCCN1Cc1ccccc1,5%,20,-1,-4%,-10%,0%[0.00184 µM],-1%
O=C(C[n+]1cc(-c2ccc(Cl)cc2)n2c1CCC2)Nc1nc(-c2ccccc2)cs1,?,50,1,-1%,38%,?,-1%
N#CC(=C=[N-])C1=C(C#N)C(c2ccccc2F)C([n+]2ccccc2)C(O)(C2CC2)N1 (stereo not given),/,-6,11,-4%,-39%,11%,2%
CCCCNC(=O)C1CC(c2ccccc2[N+](=O)[O-])=NO1 (stereo not given),30%[activator],-15,23,0%,-6%,21%,3%
O=C(NCc1ccc(Cl)cc1)C1CCN(C(=O)c2ccco2)CC1,6%,-4,-3,3%,2%,14%,-5%
Cn1c2ccccc2c2ncn(Cc3ccc(F)cc3)c(=O)c21,?,-2,-1,0%,-6%,?,1%
O=C(NCC(=O)N1CCN(S(=O)(=O)c2cccs2)CC1)c1ccc(Cl)cc1,?,23,-6,-4%,-15%,-25%,0%
CN(C)c1nc(OCCOC(=O)Nc2ccc(Cl)cc2Cl)nc(N(C)C)n1,194%[activator],-5,-2,-6%,0%,2%,2%

# Record cards, from the list above. Values in the order: Pf growth 96h	Shiga toxin inh	Cycloheximide cs	TbPYK inhibitor	AmpC no deterg	Pf growth 48h	LmPK inhibitor
# Cn1c(=O)c2c(nc(N3CCN(C(=O)c4ccco4)CC3)n2CCSc2ncccn2)n(C)c1=O is entered as ?	-6	10	-1%	-7%	-14%	-5%
# N#CC(=C=[N-])C1=C(C#N)C(c2ccccc2F)C([n+]2ccccc2)C(O)(C2CC2)N1 (stereo not given) is entered as /	-6	11	-4%	-39%	11%	2%
# CCNC(=S)N(CCc1c(C)[nH]c2ccc(Cl)cc12)Cc1cccnc1 is entered as ?	-2	-3	-8%	103%[activator]	12µM*	11%
# CN(C)CCCNC(=O)/C=C/c1ccc2c(c1)OCO2 is entered as 38%[activator]	23	-2	11%	-13%	11%	-4%
# O=C(NCc1ccc(Cl)cc1)C1CCN(C(=O)c2ccco2)CC1 is entered as 6%	-4	-3	3%	2%	14%	-5%
